# Compound activity from PubChem.
# Abeta rescue = A-beta toxicity reversal in yeast | AID 1347071 | 410,000 compounds, 0.063% hits | Potency, µM (titrated, usually from 46.1 µM), for the others: top-dose growth rescue, usual class: activators | yeast expressing A-beta42, growth rescue, OD600, 48 h; response scale: 0% DMSO, 100% iron-clioquinol control; note: potency is the fitted concentration of half-maximal effect; nearly all actives have a fitted effect of over 55% in size
#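 Yeast growth medium received pinned compounds, then yeast cells expressing toxic A-beta were added; plates incubated at 30 C for 48 hr. Growth read as absorbance at 600 nm, normalized to DMSO and equimolar FeCl3 plus clioquinol controls.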
# aSyn yeast inh = rescues yeast growth from alpha-synuclein toxicity; 370,000 compounds, 0.14% hits; Yeast expressing alpha-synuclein, growth rescue, BacTiter-Glo, 24 h; Potency, µM (top dose mostly 46.1 µM), for the others: at the top dose growth rescue (activation), usual class: activators; AID 652106; note: potency is the fitted concentration of half-maximal effect; % of control where 0% means no effect; nearly all actives have a fitted effect of over 65% in size
#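 Galactose-induced alpha-syn yeast (OD600=0.02, raffinose-pregrown) + pinned cpd, 24 hr, 30 deg C; growth by BacTiter-Glo luminescence. Growth restoration scores as activation.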
# PI5P4Ka inh = inhibitors of human PI5P4K alpha; max response, %; PI5P4Kalpha enzyme, ADP-Glo luminescence, 60 min; hits give low values; P48426; 330,000 compounds, 1.2% hits; active = max response of -50% or lower; inconclusive = between -30% and -50%; inactive = -30% or higher; note: value at the top dose of about 77 µM; % is set by controls: 0 for no effect and ±100 for the full control effect
# Target sequence (P48426 whole entry, looked up): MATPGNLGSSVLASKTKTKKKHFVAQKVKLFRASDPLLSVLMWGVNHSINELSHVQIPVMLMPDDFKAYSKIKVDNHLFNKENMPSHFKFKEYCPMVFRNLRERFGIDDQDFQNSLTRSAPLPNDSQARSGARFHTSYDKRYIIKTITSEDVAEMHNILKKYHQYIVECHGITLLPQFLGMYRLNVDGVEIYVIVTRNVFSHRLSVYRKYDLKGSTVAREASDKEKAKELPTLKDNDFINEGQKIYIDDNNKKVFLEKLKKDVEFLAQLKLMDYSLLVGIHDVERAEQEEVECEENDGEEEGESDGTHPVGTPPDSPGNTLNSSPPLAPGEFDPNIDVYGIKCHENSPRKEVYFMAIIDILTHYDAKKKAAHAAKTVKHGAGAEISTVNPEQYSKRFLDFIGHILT
#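 Reactions run in 0.038 M HEPES pH 7.4, 0.28 mM EGTA, 0.1% CHAPS and 5% DMSO, with PI5P4Kalpha, substrate, compound and 5 microM ATP final, one hour at room temperature. Readout is ADP-Glo luminescence.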
# EPAC1 agonist = EPAC1 (human) agonism | O95398 | EPAC1 agonist qHTS, biochemical assay; response scale: 100% = response to 6.5 mM cAMP | Potency, µM (series often up to 154 µM), without a hit: at the top dose activation, most hits filed as activators | 360,000 compounds, 0.073% hits; note: potency is the fitted concentration of half-maximal effect; nearly all actives have a fitted effect of over 60% in size
#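 Nucleotide exchange by EPAC1 (100 nM) on Rap1B–BODIPY-GDP (250 nM) in the presence of 50 uM GDP is tracked fluorescently at 480/540 nm over 30 min. Signals are normalized to a 6.5 mM cAMP control.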
# FUS suppressor = rescues growth of FUS-expressing yeast | S. cerevisiae FUS-expressing, growth rescue, OD600, 24 h | Potency, µM (top dose mostly 76.6 µM), without a hit: top-dose growth rescue (activation), most hits filed as activators | 390,000 compounds, 0.24% hits;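 note: potency is the fitted concentration of half-maximal effect; plate controls were DMSO vehicle for no effect and reference control for full effect; nearly all actives have a fitted effect of over 55% in size; some results filed as inactive show a strong effect at the top dose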
#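 FUS-expressing yeast, raffinose-pregrown, induced in 2% galactose minimal medium at OD 0.005; compounds in a dilution series, 24hr at 30C. Growth restoration read as absorbance at 600 nm. CP55940 positive control, DMSO negative.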
# EPAC1 antag = blocks human EPAC1 exchange factor | 360,000 compounds, 0.14% hits | Potency, µM (doses to about 115 µM), without a hit: top-dose activity change, negative = inhibition, usual class: inhibitors | EPAC1 GEF assay, Rap1b-BODIPY-GDP exchange fluorescence | O95398;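 note: potency is the fitted concentration of half-maximal effect; plate controls were vehicle for no effect and positive control for full effect; nearly all actives have a fitted effect of over 50% in size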
# WRN inhibitor = blocks human WRN helicase; Q14191; WRN helicase unwinding, fluorescent forked duplex, kinetic; Potency, µM (doses to about 114 µM), without a hit: at the top dose activity change, negative = inhibition, hits mostly inhibitors; 360,000 compounds, 0.46% hits; note: potency is the fitted concentration of half-maximal effect; % is set by controls: 0 for no effect and ±100 for the full control effect; nearly all actives have a fitted effect of over 55% in size
#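 Kinetic red-fluorescence monitoring (525/598 nm) tracks WRN helicase activity after 100 nM fluorophore-quencher forked duplex and 2 mM ATP are added to 20 nM enzyme pretreated 15 min at room temperature with compound.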
# IL-2 act = IL-2 activation. activation, % (series mostly up to about 46 µM). 360,000 compounds, 0.065% hits. IL-2 activation reporter assay, cell-based qHTS; stimulated with anti-CD3/CD4/CD28 beads; in transgenic mouse T cells. AID 652025; in the data active = activation above about 50%; inconclusive = mostly about 30% to 49%; note: 0% is about no effect
#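 Unstimulated transgenic mouse T cells, 750 per well, received compound and, after 60 minutes, anti-CD3/anti-CD4 bead plus anti-CD28 stimulation. EGFP and DsRed were quantified after 18 hours.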
# PLK1 PBD block = blocks phosphopeptide binding to human PLK1 polo-box domain | Plk1 PBD binding of FITC phosphopeptide, fluorescence polarization | P53350 | Potency, µM, for the others: max response, negative = inhibition, actives largely listed as inhibitors | 360,000 compounds, 2.8% hits; note: potency is the fitted concentration of half-maximal effect; series mostly up to about 57 µM; % is set by controls: 0 for no effect and ±100 for the full control effect; nearly all actives have a fitted effect of over 65% in size
# Target sequence (P53350 whole entry, looked up, the tested form may be a part): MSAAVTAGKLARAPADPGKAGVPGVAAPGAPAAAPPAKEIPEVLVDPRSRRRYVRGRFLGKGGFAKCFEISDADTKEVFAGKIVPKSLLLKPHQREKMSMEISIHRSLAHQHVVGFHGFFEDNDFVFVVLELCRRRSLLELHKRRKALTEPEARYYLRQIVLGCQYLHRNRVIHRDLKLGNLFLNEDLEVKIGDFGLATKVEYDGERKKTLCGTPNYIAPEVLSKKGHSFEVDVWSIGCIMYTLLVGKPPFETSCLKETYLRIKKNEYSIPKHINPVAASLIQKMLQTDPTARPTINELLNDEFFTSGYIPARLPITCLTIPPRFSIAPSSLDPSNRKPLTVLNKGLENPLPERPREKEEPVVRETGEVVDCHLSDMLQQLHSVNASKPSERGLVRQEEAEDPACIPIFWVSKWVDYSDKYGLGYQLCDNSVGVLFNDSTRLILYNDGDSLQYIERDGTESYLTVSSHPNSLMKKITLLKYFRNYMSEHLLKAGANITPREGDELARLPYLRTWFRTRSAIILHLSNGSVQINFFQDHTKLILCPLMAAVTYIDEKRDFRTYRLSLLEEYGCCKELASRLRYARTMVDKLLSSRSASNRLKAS
# Numbers without * were called inactive; ? = inconclusive; nt = not tested or not shown; & = joins results of further samples; [ ] = dose if it differs, or a comment. Unless noted, calls come from the whole dose curve; as a rule, active = well fitted curve in the direction sought with a large enough effect; inconclusive = small, poorly fitted or top-dose-only effect, or another doubt; inactive = no such curve, though single readings can be large; an effect the other way counts as inactive or inconclusive.
# Values run as follows: Abeta rescue, aSyn yeast inh, PI5P4Ka inh, EPAC1 agonist, FUS suppressor, EPAC1 antag, WRN inhibitor, IL-2 act, PLK1 PBD block
> CCN(CC)CCNC(=O)C(=O)NCC1OCCN1S(=O)(=O)c1ccc2c(c1)OCCO2 (configuration not stated)
 : 7%, 1%, -2, 5%, 13%, -12%, -10%, -0.6, -3%
> CCn1c(C)nc2cc(C(=O)NNC(=O)Nc3ccc(Cl)cc3)ccc21
 : -8%, 7%, 1, 5%, 6%, -20%, 11%, 0.7, -3%
> Cc1ccc(OCc2ccc(C(=O)Nc3nccs3)o2)cc1
 : -4%, -3%, 3, 4%, 10%, -6%, -33%, -1.1, -3%
> CCOc1ccc(NC2=NCC(=O)N2CCc2ccccc2)cc1
 : -10%, 1%, 2, 3%, 15%, -3%, 5%, -1.1, -1%
> O=c1c(-c2ccccc2)c(-c2ccccc2)oc2cc(O)cc(O)c12
 : -80%[inhibitor], -65%[inhibitor], 3, 17%, 28%, -24%, -7%, -5.6, 0%
> COc1ccc(C(=O)CCN2CCC(C)CC2)cc1
 : -28%, -9%, 1, 11%, 31%, 2%, -10%, -6.6, ?
> Cc1cc(C)c(S(=O)(=O)N2CCOC2CNC(=O)C(=O)NCCN(C)C)c(C)c1 (configuration not stated)
 : -6%, -1%, -4, 18%, nt, 3%, -33%, -3.2, -1%
> Cn1cc(CN2CCN(Cc3cccnc3)CC2)c(-c2ccc3c(c2)OCCO3)n1
 : 0%, 7%, 2, 5%, 20%, -2%, -9%, -0.4, -3%
> CCCCOc1ccc(C(=O)N(Cc2ccccc2)C2CCS(=O)(=O)C2)cc1 (configuration not stated)
 : 4%&-7%, 1%, 10, 4%, ?, -1%, -21%, -3.0, 0%
> COC(=O)C(NC(=O)c1ccc(OC)cc1)(Nc1ncc(S(=O)(=O)c2ccc([N+](=O)[O-])cc2)s1)C(F)(F)F (configuration not stated)
 : 7%, 1%, 2, 6%, -4%, 7%, -3%, -3.0, 0%
> CCCN1C(=O)C(Cc2nc3ccccc3c(=O)n2-c2ccccc2)c2ccccc21 (configuration not stated)
 : -1%, 0%, -8, 8%, nt, -10%, -17%, -0.4, -23%
> CCOc1ccc(N(CC(=O)NC2CCCCC2)C(=O)CCC(=O)Nc2ccccn2)cc1
 : -12%, -4%, -7, 1%, -16%, -14%, 5%, 0.6, 2%
> Cc1ccc(C)c2[nH]c(=O)c(CCNC(=O)CC(C)C)cc12
 : 20%, 1%, 0, -8%, -5%, -6%, 6%, -1.7, -3%
> CCCCn1c(=O)[nH]c(=O)c2c1nc(Cn1ncc(Cl)c(Cl)c1=O)n2CCC
 : 2%, 2%, -52*, -18%, 28%, ?, -23%, -3.6, 30µM*
> Cc1nc(N2CCN(c3ccccn3)CC2)c2c(C)c(C(=O)Nc3ccccc3F)sc2n1
 : -22%, 15%, 2, -3%, 7%, 1%, -17%, -3.7, -2%
> Cc1nc2nc(SCC(=O)O)nn2c(C)c1Cc1ccccc1Cl
 : 3%, 0%, 1, 9%, -28%, 9%, -1%, 0.9, -3%
> S=C(Nc1ccccc1)Nc1ccc(Br)cc1
 : ?, -27%, -5, -3%, -3%, -26%, -3%, -0.6, -22%
> CCC(C)NC(=O)C1(NC(=O)Nc2ccccc2)CCCCC1 (configuration not stated)
 : -19%, 0%, -28, -8%, -2%, 11%, 6%, -1.2, 11µM*
> CN1C(=S)SC(/[N+]([O-])=C\c2ccccc2)C1(C)C (configuration not stated)
 : -1%, 0%, -3, 0%, -14%, 5%, 7%, 2.6, -2%
> CCC(=O)c1ccc(OCC(=O)OC(C)C(=O)Nc2c(C)n(C)n(-c3ccccc3)c2=O)cc1 (configuration not stated)
 : -15%, 1%, 4, 1%, 19%, -12%, 3%, 0.5, -3%
> CCN(CC)CCN1C(=O)C(=O)/C(=C(/O)c2c(C)[nH]c(C(=O)OC)c2C)C1c1ccco1 (configuration not stated)
 : 1%, -5%, nt, 1%, 13%, 2%, 2%, -2.1, -3%
> CCOC(=O)c1c(C)[nH]c(C)c1C(=O)CSc1nc2ccccc2n1CC
 : 2%, -8%, 10, 0%, 10%, 2%, -24%[57.1 µM], -1.1, -1%
> CCOC(=O)c1[nH]c2ccc(OCC)cc2c1NC(=O)CN1CCC2(CC1)OCCO2
 : 3%, -4%, 4, 0%, -16%, -16%, -2%, 0.1, -8%
> CC(=O)Oc1cccc(C2C3=C(CC(C)(C)CC3=O)Nc3ccccc3N2C(C)=O)c1 (configuration not stated)
 : 17%, 3%, -6, 9%, 5%, -25%, 0%, 0.0, -4%
> COc1ccc(NC(=O)C/C(C)=N/NC(=O)C(=O)NC2CCCCC2)c(OC)c1
 : -5%, -5%, -8, -1%, -8%, -9%, 10%, -3.7, -3%
> CS(=O)(=O)N(CC(=O)Nc1cccnc1)c1ccc2c(c1)OCO2
 : 3%, -1%, nt, -1%, 18%, -1%, -5%, -1.1, -1%
> O=C1c2ccccc2C(O)N1Cc1ccccc1 (configuration not stated)
 : -6%, 2%, nt, 24%, 30%, -7%, 4%, 2.4, -5%
> OCC[C@H]1C[C@H](O)[C@@H](O)[C@@]2(Cc3ccccc3CCO2)O1
 : 4%, -1%, 2, 13%, -17%, -1%, -1%, 1.1, 3%
> CC(C)CNC(=O)c1cccc(NC(=O)C(C)Oc2ccccc2)c1 (configuration not stated)
 : 5%, -1%, -1, -4%, 24%, 1%, 7%[57.1 µM], 0.0, 27µM*
> COc1cc(S(=O)(=O)NCCCN2CCOCC2)ccc1-n1cnnn1
 : 12%, -3%, -2, -6%, 15%, ?, -3%[57.1 µM], 2.8, -7%

# Record cards, from the list above. Screens in order: Abeta rescue	aSyn yeast inh	PI5P4Ka inh	EPAC1 agonist	FUS suppressor	EPAC1 antag	WRN inhibitor	IL-2 act	PLK1 PBD block
# CCOC(=O)c1[nH]c2ccc(OCC)cc2c1NC(=O)CN1CCC2(CC1)OCCO2 across the screens: 3%	-4%	4	0%	-16%	-16%	-2%	0.1	-8%
# COc1ccc(NC(=O)C/C(C)=N/NC(=O)C(=O)NC2CCCCC2)c(OC)c1 across the screens: -5%	-5%	-8	-1%	-8%	-9%	10%	-3.7	-3%
# OCC[C@H]1C[C@H](O)[C@@H](O)[C@@]2(Cc3ccccc3CCO2)O1 across the screens: 4%	-1%	2	13%	-17%	-1%	-1%	1.1	3%
# O=C1c2ccccc2C(O)N1Cc1ccccc1 (configuration not stated) across the screens: -6%	2%	nt	24%	30%	-7%	4%	2.4	-5%
# Cc1nc2nc(SCC(=O)O)nn2c(C)c1Cc1ccccc1Cl across the screens: 3%	0%	1	9%	-28%	9%	-1%	0.9	-3%

# Carrying on:
SMILES	Abeta rescue	aSyn yeast inh	PI5P4Ka inh	EPAC1 agonist	FUS suppressor	EPAC1 antag	WRN inhibitor	IL-2 act	PLK1 PBD block
Cc1ccc(N(CC(=O)NCc2ccco2)C(=O)CCC(=O)Nc2ccccn2)cc1C	10%	-1%	2	14%	8%	-23%	-10%	-0.1	-6%
CC(NCc1ccc(F)cc1)C(=O)Nc1cc(S(=O)(=O)N2CCCCC2)ccc1Cl (configuration not stated)	0%	7%	2	3%	33%	-12%	-13%	-0.7	4%
O=C(NCCC(F)(F)F)C1Cc2c(-c3ccc(Cl)cc3)ccnc2O1 (configuration not stated)	-1%	1%	0	-12%	3%	-5%	-4%	0.9	1%
CC(=O)c1cccc(OCC(=O)N2CCCc3ccccc32)c1	-3%	-1%	4	0%	27%	9%	4%	-0.2	-8%
Cc1ccc(-n2nc3c(=O)n(CCCC(=O)NCCc4ccccc4C)nc(C)c3c2C)cc1	6%	0%	2	10%	10%	18%	-2%[57.1 µM]	-2.2	-12%
Cc1cc(C(=O)Nc2ccccc2C(=O)O)oc1C	-31%	-2%	-7	-4%	-13%	-5%	1%	0.9	-3%
CC(=O)c1cccc(NC(=O)COC(=O)c2ccc(S(C)(=O)=O)c([N+](=O)[O-])c2)c1	-9%	-4%&-6%	8	8%	-13%	-29%	-24%[57.1 µM]	-0.8	-23%
Cn1ncc(N=Cc2c(O)ccc3ccccc23)c1C(=O)Nc1cccc(Cl)c1	11%	0%	1	10%	7%	-15%	?	247*	-14%
O=C(Nc1ncccn1)c1ccc([N+](=O)[O-])cc1	-5%	13%	2	4%	-30%	-12%	-11%	-0.9	-2%
Cc1cc(C)c(NC(=O)CNC(=O)Cc2ccc(S(=O)(=O)N3CCOCC3)s2)c(C)c1	0%	?	-18	1%	-4%	3%	4%	0.4	3%
CC(CCc1ccccc1)NC(=O)CNC(=S)N(Cc1cccs1)C1CCCC1 (configuration not stated)	14%	6%	20	7%	?	-17%	-15%	-1.5	-19%
O=C(NCc1ccco1)c1ccc(CN2CCOCC2)cc1	13%	-3%	0	7%	-2%	-5%	-10%	-0.5	-29%
CS(=O)(=O)Nc1ccc(C(=O)Nc2ccc3c(c2)OCCO3)cc1	9%	-19%	nt	-4%	12%	11%	-4%	0.1	-3%
CC(=O)c1ccc(OCC(C)Oc2ccc(C#N)cc2)cc1 (configuration not stated)	1%	9%	-7	-6%	2%	-7%	3%	-0.7	0%
CSCCC(=O)N1CCC(n2nccc2NC(=O)CCc2ccccc2)CC1	-11%	17%	5	2%	nt	4%	-21%	-0.5	-8%
